Screening results: PubChem, several laboratories
m-calpain inh – calpain II (pig) inhibition | purified calpain II, fluorogenic peptide substrate, 30 min | 220,000 compounds, 0.37% hits | inhibition, % at 16 µM;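 active = inhibition above about 50%, limit read from the data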
Furin inh – human furin inhibition; purified furin, fluorogenic substrate cleavage; 220,000 compounds, 0.061% hits; inhibition, % at 30 µM; AID 463115; in the data active = inhibition above about 25%; also: inactives centre near -15
Target sequence (P09958 108-714 limits assumed): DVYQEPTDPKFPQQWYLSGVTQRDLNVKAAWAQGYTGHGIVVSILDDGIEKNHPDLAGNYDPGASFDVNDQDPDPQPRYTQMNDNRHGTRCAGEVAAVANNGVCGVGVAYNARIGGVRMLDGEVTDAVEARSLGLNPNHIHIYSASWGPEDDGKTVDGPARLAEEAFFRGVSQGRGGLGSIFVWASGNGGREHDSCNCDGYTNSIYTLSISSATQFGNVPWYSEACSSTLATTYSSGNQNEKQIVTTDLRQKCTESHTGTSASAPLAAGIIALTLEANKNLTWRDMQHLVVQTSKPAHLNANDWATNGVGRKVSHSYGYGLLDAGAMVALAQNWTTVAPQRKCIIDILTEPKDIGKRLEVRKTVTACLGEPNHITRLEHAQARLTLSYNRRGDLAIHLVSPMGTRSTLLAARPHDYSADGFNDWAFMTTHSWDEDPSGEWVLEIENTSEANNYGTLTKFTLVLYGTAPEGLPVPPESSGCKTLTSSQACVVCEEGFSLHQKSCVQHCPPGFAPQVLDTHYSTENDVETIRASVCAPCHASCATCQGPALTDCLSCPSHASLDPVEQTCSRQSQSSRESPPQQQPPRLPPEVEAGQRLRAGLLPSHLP
zfTRPN1 agonist – agonists of zebrafish TRPN1 channel; activation, % at 3 µM; AID 1424; HEK293 zebrafish TRPN1-YFP, Fluo-8 calcium fluorescence; 100% = response to 87 µM carbachol; 220,000 compounds, 0.18% hits;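 active = activation above its plate's cutoff, the mean activation of test wells on that plate plus 3 SD, cut at about 19% in these data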;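 also: 0% = DMSO alone and 100% = 87 µM carbachol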
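System: zebrafish TRPN1-YFP in HEK293 cells / Dosing: 3 µM single point / Timing: dye loading 1 h at 37 °C, then 30 min room temperature / Signal: Fluo-8 calcium fluorescence, excitation 470-495 nm, emission 515-575 nm / Read-out basis: percent activation from peak over basal fluorescence ratio, control-normalized / Control set: high carbachol 87 µM, low DMSO alone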
Tb hexokinase – blocks Trypanosoma brucei hexokinase 1 activity; recombinant TbHK1, G6PDH-coupled NADH A340; inhibition, % at 10 µM; 220,000 compounds, 0.11% hits; AID 1430;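 active = inhibition of 50% or more in the single-dose primary screen; inactive = inhibition below 50%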
KCC2 mod – KCC2 (human) Cl- transport modulation; Q9H2X9; KCC2 cells, thallium flux FluoZin-2 fluorescence; B-score of Tl+ flux slope (higher = more flux/activation; lower = inhibition) at 10 µM; 190,000 compounds, 2.2% hits; AID 1456;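 active = thallium flux slope and its plate-corrected score both differing from the plate sample mean at a set confidence after two filtering rounds, in either direction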;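 also: slope of fluorescence scaled to starting intensity during 10 to 20 s after thallium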
TRPML3 agonist – activates the human TRPML3 channel; Q8TDD5; HEK293 TRPML3-YFP, Fluo-8 calcium fluorescence; 100% = the carbachol control signal; activation, % at 3 µM; 220,000 compounds, 0.29% hits; AID 1448;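 active = activation above its plate's cutoff, the mean activation of the plate's test wells plus 3 SD, cut at about 12% in these data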;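 also: 0% = DMSO only wells and 100% = carbachol wells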
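Test system: TRPML3-YFP stable HEK293 cells. Doses: single point at 3 µM. Incubation: dye loading 1 h 37 °C then 30 min ambient, 125 s read. Signal: Fluo-8 calcium dye fluorescence, ex 470-495, em 515-575 nm. Measure: percent activation from peak-to-basal fluorescence ratio, scaled between DMSO and carbachol.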
EBV gp42 inh – inhibitors of Epstein-Barr virus glycoprotein 42; Q1HVG2; Fluorescence polarization binding assay, mP read-out; inhibition, % (tested at 21.74 µM); 220,000 compounds, 0.42% hits; in the data active = inhibition above about 50%
Target sequence (Q1HVG2 whole entry, looked up): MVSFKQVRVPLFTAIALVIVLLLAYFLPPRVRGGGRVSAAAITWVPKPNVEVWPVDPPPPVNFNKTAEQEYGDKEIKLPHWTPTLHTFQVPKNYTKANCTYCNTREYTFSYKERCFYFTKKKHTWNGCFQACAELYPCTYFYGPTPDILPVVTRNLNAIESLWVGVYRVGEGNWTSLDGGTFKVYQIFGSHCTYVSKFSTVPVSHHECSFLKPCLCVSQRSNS
Thrombin inh – thrombin (human) inhibition | inhibition, % at 5 µM | alpha-thrombin, Boc-VPR-AMC fluorogenic substrate cleavage | 220,000 compounds, 0.26% hits;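 active = inhibition at or above 40%; inactive = inhibition below 40%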;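 also: 0% = enzyme with no compound and 100% = wells without enzyme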
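Material: human alpha-thrombin enzyme / Medium: pH 7.5 Tris (50 mM) with NaCl 150 mM, Tween 20 0.05% / Compound: single-point dosing at 5 µM, 0.2% DMSO / Incubation: enzyme reaction carried out at room temperature / Detection: AMC fluorescence, 355/460 nm / Read-out basis: percent inhibition scaled between no-compound controls and no-enzyme blanks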
PPC-1+TRAIL kill – PPC-1 cancer cell killing with TRAIL present; PPC-1 cells + TRAIL, ATPLite viability luminescence; cell killing (% activity), % at 4 µM; 220,000 compounds, 0.41% hits;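 active = cell killing above 50% in the first pass at 4 µM, then a duplicate retest at 5 µM averaging 50% or more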;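 also: plate controls were cells with TRAIL plus DMSO for no effect and medium-only wells lacking cells for full effect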
Starred values were filed as active, the others as inactive; [ ] = another dose, or the depositor's remark.

For COc1cc(OC)c(C(=O)NC2CC(C)(C)NC(C)(C)C2)cc1OC the results were m-calpain inh -31, Furin inh 3[20 µM], zfTRPN1 agonist 2.0, Tb hexokinase 6, TRPML3 agonist 1.2, EBV gp42 inh -8, Thrombin inh 0 and PPC-1+TRAIL kill 4.
Screening COc1ccc(C(=O)NC(=O)COC(=O)c2ccc3ncsc3c2)cc1 returned m-calpain inh 14, Furin inh 1, zfTRPN1 agonist 1.7, Tb hexokinase 19, KCC2 mod -0.027, TRPML3 agonist 0.8, EBV gp42 inh -22, Thrombin inh 4 and PPC-1+TRAIL kill 3.
Cc1ccc2cc(CCNC(=O)c3ccco3)c(=O)[nH]c2c1C was read as m-calpain inh 4, Furin inh -23, zfTRPN1 agonist -0.6, Tb hexokinase -10, KCC2 mod 0.75, TRPML3 agonist 0.5, EBV gp42 inh -11, Thrombin inh -3 and PPC-1+TRAIL kill 10.
COC(=O)c1ccc(NS(=O)(=O)c2ccc3c(c2)oc(=O)n3C)cc1 was read as m-calpain inh 3, Furin inh -20, Tb hexokinase -6, KCC2 mod -0.31, EBV gp42 inh -8, Thrombin inh 0 and PPC-1+TRAIL kill 9.
Screening CN(C)CCCN(C(=O)c1ccc(S(=O)(=O)N(C)C)cc1)c1nc2cc3c(cc2s1)OCO3 returned m-calpain inh -24, Furin inh -19, zfTRPN1 agonist 2.4, Tb hexokinase -7, KCC2 mod -1.9, TRPML3 agonist 1.5, EBV gp42 inh 1, Thrombin inh 3 and PPC-1+TRAIL kill -3.
CC(C)C(C(=O)O)N1C(=O)/C(=C/C=C/c2ccco2)SC1=S (stereo not drawn) was read as m-calpain inh -80, Furin inh -3[20 µM], zfTRPN1 agonist 3.0, Tb hexokinase 38, KCC2 mod -0.35, TRPML3 agonist 0.8, EBV gp42 inh 6, Thrombin inh 2 and PPC-1+TRAIL kill 0.
Screening Cc1cc(-c2nc3cccnc3s2)ccc1NS(=O)(=O)c1ccc2c(c1)OCCO2 returned m-calpain inh -493, Furin inh -44, zfTRPN1 agonist 1.5, Tb hexokinase -53, KCC2 mod -3.9*, TRPML3 agonist 0.5, EBV gp42 inh 1, Thrombin inh -16 and PPC-1+TRAIL kill -9.
CC(=O)Oc1ccc(S(=O)(=O)c2ccc(OC(C)=O)cc2)cc1 was read as m-calpain inh -16, Furin inh -32, zfTRPN1 agonist 0.0, Tb hexokinase 0, KCC2 mod -0.32, TRPML3 agonist 0.0, EBV gp42 inh -21, Thrombin inh 5 and PPC-1+TRAIL kill -8.
For CCO/C=C1/C(=O)N(Cc2ccccc2)C(=O)c2ccccc21 the results were m-calpain inh -224, Furin inh -30, zfTRPN1 agonist 1.0, Tb hexokinase -5, KCC2 mod -0.016, TRPML3 agonist 0.3, EBV gp42 inh -6, Thrombin inh -6 and PPC-1+TRAIL kill -2.
c1ccc(CCN(Cc2ccccc2)Cc2nc(C3CC3)no2)cc1 was read as m-calpain inh -3, Furin inh -17, zfTRPN1 agonist -1.7, Tb hexokinase -1, KCC2 mod 0.19, TRPML3 agonist -0.8, EBV gp42 inh -22 and Thrombin inh 1.
For COC(=O)c1ccnc(/C=N/O)c1 the results were m-calpain inh -9, Furin inh -21[20 µM], zfTRPN1 agonist 0.1, Tb hexokinase 2, KCC2 mod 0.041, TRPML3 agonist 0.7, EBV gp42 inh -12, Thrombin inh 0 and PPC-1+TRAIL kill 16.
`COc1ccc2c(C)cc(N3CCCCCC3)nc2c1` gave m-calpain inh -45, Furin inh -14, zfTRPN1 agonist -1.1, Tb hexokinase -26, KCC2 mod -1.9, TRPML3 agonist -0.3, EBV gp42 inh -17, Thrombin inh -11 and PPC-1+TRAIL kill 17.
`N=c1sccn1CC(=O)Nc1ccc(Cl)cc1[N+](=O)[O-]` gave m-calpain inh 16, Furin inh -15, zfTRPN1 agonist -1.4, Tb hexokinase -1, KCC2 mod -0.069, TRPML3 agonist 0.9, EBV gp42 inh -31, Thrombin inh -5 and PPC-1+TRAIL kill 25.
`CCOc1ccc(NC(=O)CCC(=O)c2ccc(-c3ccccc3)cc2)cc1` gave m-calpain inh -6, Furin inh -7, zfTRPN1 agonist 0.5, Tb hexokinase 14, KCC2 mod 0.94, TRPML3 agonist 1.3, EBV gp42 inh -13, Thrombin inh -5 and PPC-1+TRAIL kill 1.
Screening COc1ccc(C2Nc3ccccc3C(=O)N2NS(=O)(=O)c2ccccc2)cc1OC (stereo not drawn) returned m-calpain inh -365, Furin inh -19, zfTRPN1 agonist -0.4, Tb hexokinase -6, KCC2 mod 0.26, TRPML3 agonist 2.0, EBV gp42 inh 8, Thrombin inh -5 and PPC-1+TRAIL kill -10.
Screening COc1ccc(N2C(=O)CCC(C(=O)NCCCN3CCC(C)CC3)C2c2ccc(OC)c(OC)c2)cc1 (stereo not drawn) returned m-calpain inh -33, Furin inh -34, zfTRPN1 agonist 0.0, Tb hexokinase 7, KCC2 mod 0.022, TRPML3 agonist -0.3, EBV gp42 inh -14, Thrombin inh 0 and PPC-1+TRAIL kill 14.
For Cc1nn(-c2ccccc2)c2c1C1(C(=O)Nc3ccccc31)N1C(=N2)Sc2ccccc21 (stereo not drawn) the results were m-calpain inh -184, Furin inh -25, zfTRPN1 agonist 0.7, Tb hexokinase -1, TRPML3 agonist -0.4, EBV gp42 inh -9, Thrombin inh 2 and PPC-1+TRAIL kill -14.
`CCOc1cc(/C=C2\SC(=O)N(c3ccc(O)cc3)C2=O)ccc1O` gave m-calpain inh -25, Furin inh 5, zfTRPN1 agonist -2.0, Tb hexokinase -23, KCC2 mod -1.6, TRPML3 agonist -1.0, EBV gp42 inh -55, Thrombin inh -9 and PPC-1+TRAIL kill -3.
CC(C)(C)Nc1nc2nonc2nc1NC(C)(C)C was read as m-calpain inh 11, Furin inh -24[20 µM], zfTRPN1 agonist 5.3, Tb hexokinase -19, TRPML3 agonist 7.2, EBV gp42 inh -3, Thrombin inh -9 and PPC-1+TRAIL kill -9.
`CN1/C(=C\C(=O)COC(=O)c2ccco2)C(C)(C)c2ccccc21` gave m-calpain inh -78, Furin inh -11, zfTRPN1 agonist 0.1, Tb hexokinase -17, KCC2 mod -1.6, TRPML3 agonist 0.6, EBV gp42 inh 7, Thrombin inh -5 and PPC-1+TRAIL kill -14.
For COC(=O)c1cc(C(=O)OC)cc(N2C(=O)CC(NNC(=O)c3ccccc3Br)C2=O)c1 (stereo not drawn) the results were m-calpain inh 12, Furin inh -20[20 µM], zfTRPN1 agonist 0.3, Tb hexokinase -6, KCC2 mod 0.25, TRPML3 agonist 0.5, EBV gp42 inh -6, Thrombin inh -10 and PPC-1+TRAIL kill 17.
For COc1ccc(/C=N/Nc2ncc(C(F)(F)F)cc2Cl)cc1OC the results were m-calpain inh 10, Furin inh 8, zfTRPN1 agonist -0.8, Tb hexokinase -32, KCC2 mod -0.58, TRPML3 agonist -0.3, EBV gp42 inh -4, Thrombin inh 2 and PPC-1+TRAIL kill 24.
C=C(C)[C@@H]1CC=C(CN2CCC(CCOC)(C(=O)OCC)CC2)CC1 was read as m-calpain inh -28, Furin inh -29, zfTRPN1 agonist -0.3, Tb hexokinase 8, KCC2 mod 0.22, TRPML3 agonist 0.6, EBV gp42 inh -24, Thrombin inh 9 and PPC-1+TRAIL kill 11.
For Cc1ccsc1/C=N/n1c(-c2cc(-c3ccccc3)n[nH]2)n[nH]c1=S the results were m-calpain inh -7, Furin inh -21, zfTRPN1 agonist -2.3, Tb hexokinase -28, KCC2 mod -0.12, TRPML3 agonist -0.4, EBV gp42 inh -4, Thrombin inh 2 and PPC-1+TRAIL kill 28.
`O=C(CN1CCN(C(c2ccccc2)c2ccccc2)CC1)NCc1ccccc1` gave m-calpain inh 9, Furin inh -9, zfTRPN1 agonist -1.8, Tb hexokinase -7, KCC2 mod 1, TRPML3 agonist -0.9, EBV gp42 inh -14, Thrombin inh 7 and PPC-1+TRAIL kill 1.
For O=C(CCC1CCCC1)N1CCN(C(=O)c2cccnc2)CC1 the results were m-calpain inh -6, Furin inh -12, zfTRPN1 agonist 0.2, Tb hexokinase 2, TRPML3 agonist 0.5, EBV gp42 inh -12, Thrombin inh -7 and PPC-1+TRAIL kill -4.
Screening O=C(NN=C1CCCCCCCCCCC1)c1cccc(S(=O)(=O)N2CCOCC2)c1 returned m-calpain inh 2, Furin inh -14, zfTRPN1 agonist 1.2, Tb hexokinase -5, KCC2 mod -0.033, TRPML3 agonist 0.0, EBV gp42 inh -23, Thrombin inh -5 and PPC-1+TRAIL kill 8.
Cc1ccc(SCc2cc(=O)[nH]c(N3CCCCC3)n2)cc1 was read as m-calpain inh -18, Furin inh -18, zfTRPN1 agonist 0.5, Tb hexokinase 5, KCC2 mod 0.1, TRPML3 agonist 0.3, EBV gp42 inh -5, Thrombin inh 1 and PPC-1+TRAIL kill -7.
For CC(C)CNC(=O)c1ccccc1NC(=O)CN(c1ccccc1)S(=O)(=O)N(C)C the results were m-calpain inh 4, Furin inh -26, zfTRPN1 agonist 1.1, Tb hexokinase 0, KCC2 mod -0.23, TRPML3 agonist 0.3, EBV gp42 inh -19, Thrombin inh 0 and PPC-1+TRAIL kill -2.
For S=c1[nH]nc(-c2ccncc2)n1/N=C/c1ccccc1 the results were m-calpain inh -9, Furin inh -13, zfTRPN1 agonist -0.9, Tb hexokinase -4, KCC2 mod 1.2, TRPML3 agonist 0.6, EBV gp42 inh -9, Thrombin inh -7 and PPC-1+TRAIL kill 27.
CCc1nc(N2CCN(Cc3ccc4c(c3)OCO4)CC2)c2oc3ccccc3c2n1 was read as m-calpain inh -17, Furin inh -2, zfTRPN1 agonist -0.4, Tb hexokinase 0, KCC2 mod -0.12, TRPML3 agonist -0.5, EBV gp42 inh -8, Thrombin inh -4 and PPC-1+TRAIL kill 10.
For COc1ccc2c(C)cc(SC3CCOC3=O)nc2c1 (stereo not drawn) the results were m-calpain inh 5, Furin inh -29, zfTRPN1 agonist -2.3, Tb hexokinase -16, KCC2 mod -0.13, TRPML3 agonist -1.2, EBV gp42 inh -13, Thrombin inh -2 and PPC-1+TRAIL kill 14.
For O=C(Nc1ccc(N2CCOCC2)c(Cl)c1)c1ccco1 the results were m-calpain inh -3, Furin inh -8, zfTRPN1 agonist 0.8, Tb hexokinase -3, TRPML3 agonist 0.5, EBV gp42 inh 10, Thrombin inh -9 and PPC-1+TRAIL kill 14.
`COC(=O)CCC(=O)Nc1cccc(Cl)c1` gave m-calpain inh -22, Furin inh -19[20 µM], zfTRPN1 agonist 0.6, Tb hexokinase -5, KCC2 mod 0.72, TRPML3 agonist 0.6, EBV gp42 inh -8, Thrombin inh 0 and PPC-1+TRAIL kill -18.

By substructure: those above containing an aryl thioether with sulfur outside any ring.
Cc1ccc(SCc2cc(=O)[nH]c(N3CCCCC3)n2)cc1 was read as m-calpain inh -18, Furin inh -18, zfTRPN1 agonist 0.5, Tb hexokinase 5, KCC2 mod 0.1, TRPML3 agonist 0.3, EBV gp42 inh -5, Thrombin inh 1 and PPC-1+TRAIL kill -7.
For COc1ccc2c(C)cc(SC3CCOC3=O)nc2c1 (stereo not drawn) the results were m-calpain inh 5, Furin inh -29, zfTRPN1 agonist -2.3, Tb hexokinase -16, KCC2 mod -0.13, TRPML3 agonist -1.2, EBV gp42 inh -13, Thrombin inh -2 and PPC-1+TRAIL kill 14.
